Wnt act: Wnt/beta-catenin pathway activation. Wnt/beta-catenin reporter cell assay, activator, plate reader. activation, % at 9.35 µM. hit rate 1.2% among 300,000; in the data active = activation above about 30%, passing the limit was not always enough;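 note: 0% = neutral control wells and 100% = positive control wells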
Rtt109 Vps75: inhibitors of Candida albicans Rtt109/Vps75 histone acetyltransferase; purified Rtt109/Vps75, ThioGlo CoA-SH fluorescence, 4 h; inhibition, % at 34.9 µM; hit rate 0.16% among 330,000; AID 540336;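 active = inhibition of at least 50% in every replicate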
Target sequence (Q5AAJ8 whole entry, looked up): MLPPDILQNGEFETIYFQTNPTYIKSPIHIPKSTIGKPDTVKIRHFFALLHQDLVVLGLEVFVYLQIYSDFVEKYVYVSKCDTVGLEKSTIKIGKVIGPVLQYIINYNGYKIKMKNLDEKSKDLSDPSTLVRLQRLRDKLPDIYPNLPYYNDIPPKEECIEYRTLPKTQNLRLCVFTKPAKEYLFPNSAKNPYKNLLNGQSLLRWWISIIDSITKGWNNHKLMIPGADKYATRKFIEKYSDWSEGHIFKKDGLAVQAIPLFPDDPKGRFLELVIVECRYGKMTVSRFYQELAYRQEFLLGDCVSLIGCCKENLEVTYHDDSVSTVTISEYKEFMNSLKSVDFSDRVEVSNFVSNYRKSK
dFosB act: activators of mouse delta FosB homodimer; AID 493131; activation, % at 25 µM; hit rate 0.99% among 340,000; purified delta FosB, TAMRA-CDK5 oligo fluorescence polarization; percent of positive-control signal above neutral wells; P13346;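 active = mean activation above about 17%, with every replicate also reaching it, limit read from the data, passing the limit was not always enough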;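 note: fluorescence polarization rise as delta FosB binds a TAMRA Cdk5 AP-1 oligo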
CAL PDZ FP-1: inhibitors of human CAL PDZ peptide binding; purified CAL PDZ, TMR-peptide fluorescence polarization, 1 h; inhibition, % at 20 µM; hit rate 0.02% among 330,000; AID 504414;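 active = highest replicate inhibition of at least 40%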;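 note: plate controls were DMSO neutral control wells for no effect and unlabeled competitor peptide control wells for full effect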
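material = purified tagged CAL PDZ domain construct (CerCALP) | compound dosing = 20 µM, one dose | times = 1 h at RT | measured by = fluorescence polarization from S- and P-plane intensities, G-factor corrected | read-out = inhibition from polarization loss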
Tat export inh: inhibitors of E. coli Tat protein transport. E. coli MC4100 TorA-mCherry Tat export, fluorescence. hit rate 0.036% among 340,000. inhibition, % at 10 µM;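 active = mean replicate inhibition at least 50% and at least half of replicates individually reaching 50%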;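 note: exported cargo escapes ClpAP degradation while cytoplasmic cargo is degraded and loses fluorescence; 0% = median of neutral control wells and 100% = median of NaSCN control wells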
RTF Ca sens act: cardiac RTF calcium sensitization | IANBD-labeled TnC RTF fluorescence at EC20 calcium; 0% EC20 calcium, 100% full calcium | hit rate 0.24% among 340,000 | AID 493008 | activation, % at 7.2 µM;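 active = activation above the mean over all tested compounds plus 3 SD, cut at about 30% in these data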;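 note: rise in fluorescence read as greater calcium sensitivity of cardiac thin filaments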
MITF act: increases MITF-driven TRPM1 promoter luciferase signal. hit rate 0.75% among 300,000. activation, % at 12.5 µM. SK-MEL-5 TRPM1-promoter luciferase, 24 h; % of positive control, neutral wells = 0;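 active = mean activation of at least 80% with every replicate also reaching 80%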;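 note: 0% = neutral control wells and 100% = parthenolide positive control wells; values of inactives mirror those of a sister screen read the other way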
V-ATPase pH: alters yeast V-ATPase proton transport | S. cerevisiae, pHLuorin cytosolic pH fluorescence | hit rate 0.37% among 350,000 | response, % at 10 µM; in the data active = response mostly above about 7.3%, no sharp cut-off; inactive = mostly below about 5.4%; note: actives read high; inactives centre near 0; some compounds called inactive have numbers as strong as hits; reference of the scale not given here
CDK5 p35 inh: blocks human CDK5/p35 kinase activity. Q00535+Q15078. Recombinant CDK5/p35, ADP-Glo luminescence, 60 min. inhibition, % at 10 µM. hit rate 0.01% among 330,000;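 active = highest replicate inhibition of at least 50% and at least 75% of replicates reaching 50%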;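 note: plate controls were DMSO neutral control for no effect and GW8510 at 10 µM for full effect; many of its hits are not listed in these tables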
Target sequence (Q00535 whole entry, looked up): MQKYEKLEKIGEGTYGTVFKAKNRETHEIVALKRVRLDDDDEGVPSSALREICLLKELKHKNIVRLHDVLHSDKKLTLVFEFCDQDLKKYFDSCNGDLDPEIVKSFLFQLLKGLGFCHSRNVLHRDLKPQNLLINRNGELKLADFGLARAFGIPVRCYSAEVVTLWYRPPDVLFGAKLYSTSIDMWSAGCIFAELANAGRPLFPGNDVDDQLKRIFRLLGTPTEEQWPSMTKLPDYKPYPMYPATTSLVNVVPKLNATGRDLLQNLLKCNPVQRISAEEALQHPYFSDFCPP
Target sequence (Q15078 whole entry, looked up): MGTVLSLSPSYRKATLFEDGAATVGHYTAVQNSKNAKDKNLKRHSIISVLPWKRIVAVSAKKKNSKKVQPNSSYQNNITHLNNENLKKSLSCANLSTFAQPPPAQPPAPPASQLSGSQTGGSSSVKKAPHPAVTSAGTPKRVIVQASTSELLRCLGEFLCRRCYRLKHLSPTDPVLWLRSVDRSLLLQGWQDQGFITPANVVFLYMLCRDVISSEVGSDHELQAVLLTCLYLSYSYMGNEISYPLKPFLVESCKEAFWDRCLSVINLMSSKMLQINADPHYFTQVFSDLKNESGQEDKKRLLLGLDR
CAL PDZ FP-2: blocks peptide binding to the human CAL PDZ domain; Q9HD26; hit rate 0.92% among 300,000; purified CAL PDZ, TMR-peptide fluorescence polarization, 1 h; inhibition, % at 24.9 µM; AID 602252;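 active = mean inhibition of at least 30% with at least half of replicates also reaching 30%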;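 note: 0% = DMSO neutral control and 100% = excess unlabeled competitor peptide PRC23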
* marks the source's active call; other numbers are inactive results.

Screening Cc1cccc(C(=O)N[C@H](C(=O)Nc2nc(C)cs2)C(C)C)c1 returned Rtt109 Vps75 -5.3, dFosB act -9.3, CAL PDZ FP-1 -0.4, Tat export inh 1.0, RTF Ca sens act 1.2, MITF act 3.8, V-ATPase pH 2.3, CDK5 p35 inh 0.0 and CAL PDZ FP-2 0.1.
Screening Cc1cc(C)c(S(=O)(=O)N2CCCC(C(=O)NC3CC3)C2)c(C)c1 (stereo unspecified) returned Wnt act 1.9, Rtt109 Vps75 3.5, dFosB act -5.9, CAL PDZ FP-1 -3.3, Tat export inh 1.3, RTF Ca sens act -8.1, MITF act 8.1, V-ATPase pH 0.0, CDK5 p35 inh 0.2 and CAL PDZ FP-2 -6.5.
For O=C(CSc1ccccc1F)NCC(c1cccs1)N1CCOCC1 (stereo unspecified) the results were Wnt act -3.5, Rtt109 Vps75 10.8, dFosB act -0.7, CAL PDZ FP-1 -0.6, Tat export inh -1.2, RTF Ca sens act -5.1, MITF act -4.6, V-ATPase pH -6.5 and CDK5 p35 inh -1.2.
Screening Cc1cccnc1NCc1ccc(O)c2ncccc12 returned Wnt act 7.9, Rtt109 Vps75 0.7, dFosB act -13.5, Tat export inh -7.2, RTF Ca sens act 5.3, V-ATPase pH 1.2, CDK5 p35 inh 0.9 and CAL PDZ FP-2 -5.7.
For O=C(c1ccc(Cl)cc1)c1cc(-c2ccccn2)c(N2CCOCC2)s1 the results were Rtt109 Vps75 -9.1, dFosB act -3.1, CAL PDZ FP-1 0.9, Tat export inh 0.2, RTF Ca sens act -3.6, V-ATPase pH 5.5, CDK5 p35 inh -1.9 and CAL PDZ FP-2 -6.9.
CSCCC(NC(=O)c1cccc(S(=O)(=O)N2CCOCC2)c1)C(=O)Nc1ccc(F)cc1 (stereo unspecified) was read as Rtt109 Vps75 4.1, dFosB act -9.9, CAL PDZ FP-1 -0.1, Tat export inh 5.5, RTF Ca sens act 1.7, MITF act 2.8, V-ATPase pH -2.8, CDK5 p35 inh -1.8 and CAL PDZ FP-2 0.3.
For CC(=O)Nc1ccc(N2C(=O)CC(Sc3nc(C)cc(C)n3)C2=O)cc1 (stereo unspecified) the results were Wnt act 1.8, Rtt109 Vps75 1.6, dFosB act -3.1, CAL PDZ FP-1 -0.4, Tat export inh -0.3, RTF Ca sens act 4.7, MITF act -17.3, V-ATPase pH 1.2 and CDK5 p35 inh -0.3.
CCOC(=O)c1cc2sc(C)cc2n1CCCN1C(=O)c2ccccc2C1=O was read as Wnt act -4.8, Rtt109 Vps75 -11.6, dFosB act -5.3, CAL PDZ FP-1 0.2, Tat export inh 14.0, RTF Ca sens act -8.4, MITF act -1.2, V-ATPase pH -2.8, CDK5 p35 inh 1.0 and CAL PDZ FP-2 -5.2.
For Oc1ccccc1-c1n[nH]c(-c2ccccc2O)n1 the results were Wnt act 4.2, Rtt109 Vps75 -6.0, dFosB act -2.9, CAL PDZ FP-1 -0.4, Tat export inh -2.8, RTF Ca sens act 4.1, MITF act 7.8, V-ATPase pH 6.3, CDK5 p35 inh -2.9 and CAL PDZ FP-2 1.9.
For COc1ccc(NC(C)=O)cc1NC(=O)CSc1nc2ncccc2[nH]1 the results were Rtt109 Vps75 6.5, dFosB act 4.5, CAL PDZ FP-1 -0.1, Tat export inh -5.4, RTF Ca sens act -1.6, MITF act -8.0, V-ATPase pH -0.7, CDK5 p35 inh -0.8 and CAL PDZ FP-2 -0.3.
`COc1cccc(C(=O)NCCS(=O)(=O)NCc2ccco2)c1` gave Wnt act 3.2, Rtt109 Vps75 -4.3, dFosB act 0.7, CAL PDZ FP-1 -1.7, Tat export inh 1.5, RTF Ca sens act 0.0, MITF act 5.2, V-ATPase pH 5.0, CDK5 p35 inh -0.4 and CAL PDZ FP-2 -0.2.
Screening COc1ccc2oc(C(=O)OCC(=O)NC(C)c3ccccc3)c(C)c2c1 (stereo unspecified) returned Wnt act -2.0, Rtt109 Vps75 3.1, dFosB act -13.4, CAL PDZ FP-1 -1.7, Tat export inh 1.0, RTF Ca sens act -1.3, MITF act 8.7, V-ATPase pH -1.4, CDK5 p35 inh -0.2 and CAL PDZ FP-2 -3.4.
For COc1ccccc1C1CCN(Cc2ccccc2)CC1 the results were Wnt act 0.9, Rtt109 Vps75 -0.4, dFosB act -1.5, CAL PDZ FP-1 -1.3, Tat export inh -12.5, RTF Ca sens act -0.7, MITF act 7.6, V-ATPase pH -1.9, CDK5 p35 inh -1.1 and CAL PDZ FP-2 0.6.
`CCOc1ccc(N2C(=O)c3ccc(C(=O)OCc4c(C)noc4C)cc3C2=O)cc1` gave Wnt act 4.2, Rtt109 Vps75 4.6, dFosB act -5.7, CAL PDZ FP-1 -1.7, Tat export inh -1.4, RTF Ca sens act -3.0, MITF act 3.0, V-ATPase pH 11.4, CDK5 p35 inh -2.3 and CAL PDZ FP-2 -3.5.
Screening COC(=O)c1ccc(CN2CCc3ccc(NC(=O)c4ccncc4)cc3C2)cc1 returned Wnt act 2.0, Rtt109 Vps75 11.4, dFosB act -8.1, CAL PDZ FP-1 -2.3, Tat export inh 5.5, RTF Ca sens act -3.5, MITF act -11.2, V-ATPase pH 1.2, CDK5 p35 inh -1.2 and CAL PDZ FP-2 -11.0.
`CCOc1cc(/C=N/Nc2nnc(C)n2N)ccc1OC(C)=O` gave Wnt act 1.1, Rtt109 Vps75 -6.4, dFosB act 2.2, CAL PDZ FP-1 1.0, Tat export inh -14.5, RTF Ca sens act 0.3, MITF act -7.6, V-ATPase pH 3.3, CDK5 p35 inh 0.3 and CAL PDZ FP-2 -2.9.
`CCCNC(=O)CN1CCN(S(=O)(=O)c2ccc(Br)s2)CC1` gave Wnt act 1.2, Rtt109 Vps75 0.5, dFosB act -0.2, CAL PDZ FP-1 0.1, Tat export inh -3.6, RTF Ca sens act 1.7, V-ATPase pH 2.1, CDK5 p35 inh -1.2 and CAL PDZ FP-2 -2.1.
Screening CC(=O)c1cccc(S(=O)(=O)NCCCN2CCOCC2)c1 returned Wnt act -1.9, Rtt109 Vps75 -13.2, dFosB act -1.2, CAL PDZ FP-1 1.0, Tat export inh -1.6, RTF Ca sens act -0.9, MITF act -7.0, V-ATPase pH 1.4, CDK5 p35 inh 0.2 and CAL PDZ FP-2 -1.1.
Screening CCN(C(=O)COC(=O)C1CCN(S(=O)(=O)c2cccs2)CC1)c1ccccc1 returned Wnt act -2.2, Rtt109 Vps75 3.3, dFosB act -4.6, CAL PDZ FP-1 0.1, Tat export inh -4.4, RTF Ca sens act 3.2, MITF act -2.5, V-ATPase pH -0.9, CDK5 p35 inh 0.9 and CAL PDZ FP-2 -2.6.
For CCn1cc(Cl)c(C(=O)N2N=C(c3ccc4ccccc4c3)CC2c2ccccc2O)n1 (stereo unspecified) the results were Wnt act -2.1, Rtt109 Vps75 2.0, dFosB act -12.6, CAL PDZ FP-1 -2.9, Tat export inh 8.0, RTF Ca sens act 7.7, MITF act -3.7, V-ATPase pH -0.2, CDK5 p35 inh -0.5 and CAL PDZ FP-2 -5.8.
Screening Fc1ccc2nc(C3CCCCN3Cc3nc(CC4CC4)no3)[nH]c2c1 (stereo unspecified) returned Wnt act -2.3, Rtt109 Vps75 6.4, dFosB act -2.9, CAL PDZ FP-1 -3.4, Tat export inh 0.9, RTF Ca sens act 4.0, MITF act 8.8, V-ATPase pH -0.6, CDK5 p35 inh 4.2 and CAL PDZ FP-2 10.2.
Screening CN(C)Cc1c(-c2ccc(Cl)cc2)nc2ccc(Cl)cn12 returned Wnt act 1.6, Rtt109 Vps75 2.3, dFosB act -1.1, CAL PDZ FP-1 -1.7, Tat export inh -3.0, RTF Ca sens act 2.1, MITF act 2.4, V-ATPase pH 1.6, CDK5 p35 inh 0.8 and CAL PDZ FP-2 -4.5.
For O=C(COC(=O)/C=C/c1ccc(C(F)(F)F)cc1)NCCC1=CCCCC1 the results were Wnt act -0.6, Rtt109 Vps75 6.3, dFosB act -5.5, CAL PDZ FP-1 0.4, Tat export inh 1.3, RTF Ca sens act -4.1, MITF act 0.4, V-ATPase pH 2.5, CDK5 p35 inh 1.5 and CAL PDZ FP-2 -3.3.
For CC[C@H]1CCCCc2ccccc2[C@@H](C(=O)C[C@@H](O)CC(C)=O)OC1=O the results were Wnt act -1.1, Rtt109 Vps75 2.7, dFosB act -6.5, CAL PDZ FP-1 0.2, Tat export inh -1.4, RTF Ca sens act -9.8, MITF act 8.8, V-ATPase pH 4.7, CDK5 p35 inh -3.1 and CAL PDZ FP-2 -8.8.
For COc1cc2[nH]c(=S)n(Cc3ccccc3)c(=O)c2cc1OC the results were Wnt act -2.6, Rtt109 Vps75 -0.4, dFosB act -1.9, CAL PDZ FP-1 -1.6, Tat export inh -3.8, RTF Ca sens act 11.6, MITF act 3.8, V-ATPase pH 0.3, CDK5 p35 inh 0.2 and CAL PDZ FP-2 2.1.
Screening O=c1[nH]c(=S)[nH]c2sc3c(c12)CCCCCC3 returned Wnt act -3.1, Rtt109 Vps75 1.7, dFosB act -4.5, CAL PDZ FP-1 0.3, Tat export inh 2.1, RTF Ca sens act 3.2, MITF act 0.6, V-ATPase pH 1.9 and CDK5 p35 inh 0.2.
`CC(C)c1ccc(OCC(=O)NN2C(=O)c3ccccc3C2=O)c(Br)c1` gave Wnt act -0.6, Rtt109 Vps75 3.5, dFosB act -5.7, CAL PDZ FP-1 -1.1, Tat export inh -15.3, RTF Ca sens act 0.1, MITF act -8.0, V-ATPase pH 1.7, CDK5 p35 inh -0.2 and CAL PDZ FP-2 -4.9.
`Cc1cccc(NC(=O)COC(=O)c2ccc(S(=O)(=O)N3CCCC3)cc2)c1` gave Wnt act 5.9, Rtt109 Vps75 -3.9, dFosB act -3.3, CAL PDZ FP-1 -0.7, Tat export inh 3.4, RTF Ca sens act -1.8, MITF act 4.5, V-ATPase pH 5.6, CDK5 p35 inh 1.5 and CAL PDZ FP-2 -10.4.
CC1Cc2cc(S(=O)(=O)CCC(=O)NCc3ccco3)ccc2N1C(=O)C1CC1 (stereo unspecified) was read as Wnt act -0.6, Rtt109 Vps75 4.1, dFosB act -10.3, CAL PDZ FP-1 0.4, Tat export inh 3.7, RTF Ca sens act -2.1, MITF act -11.1, V-ATPase pH -5.2, CDK5 p35 inh -1.1 and CAL PDZ FP-2 -6.2.
CC(=O)c1cccc(NS(=O)(=O)N(C)C)c1 was read as Rtt109 Vps75 -7.9, dFosB act 1.2, CAL PDZ FP-1 -0.4, Tat export inh 3.9, RTF Ca sens act -7.9, MITF act -8.9, V-ATPase pH 0.3 and CDK5 p35 inh 0.2.
`CCc1ccc(OC(=O)c2cncc(Br)c2)cc1` gave Wnt act -2.7, Rtt109 Vps75 4.1, dFosB act 1.6, CAL PDZ FP-1 -0.6, Tat export inh -3.3, RTF Ca sens act -2.0, MITF act 20.1, V-ATPase pH -2.0, CDK5 p35 inh 0.2 and CAL PDZ FP-2 -4.0.
Screening CN(C)C(CNC(=O)c1cccc(S(=O)(=O)N2CCN(c3ccccc3)CC2)c1)c1ccccc1 (stereo unspecified) returned Wnt act -0.7, Rtt109 Vps75 7.5, dFosB act 5.2, CAL PDZ FP-1 -1.3, Tat export inh 1.5, RTF Ca sens act 2.0, MITF act 3.2, V-ATPase pH -2.5, CDK5 p35 inh 1.4 and CAL PDZ FP-2 8.7.
